Compound activity from PubChem.
DAX1 inh-1 = DAX1 (NR0B1) inhibitors, primary screen, cell-based, HEK293, Gal4-DAX1, luciferase luminescence. inhibition, % at 6.75 µM. Nuclear receptor subfamily 0 group B member 1 (Homo sapiens), P51843. 0.99% of 340,000 active. HEK293 Gal4-DAX1 luciferase reporter. AID 504766, 2011;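 active means inhibition above the mean over all tested compounds plus 3 SD, cut at about 4.2% in these data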;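 further: 0% = DAX1-transfected cells with DMSO and 100% = empty-vector control cells with DMSO; inhibition shows as a rise in luminescence from relieved DAX1 repression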
ssDAF-12 act = S. stercoralis DAF-12 nuclear receptor activators, primary screen, cell-based, luminescence, HEK293, GRIP1 co-expression, lit1-tk-luc | HEK293 ssDAF-12/GRIP1 lit1-tk-luc reporter; % of 3 µM dafachronic acid response | activation, % at 6.8 µM | AID 652126, 2013 | 1% of 370,000 active;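 active means activation above the mean over all tested compounds plus 3 SD, cut at about 0.9% in these data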;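 further: 0% = DMSO-only wells and 100% = 3 µM delta7-dafachronic acid wells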
GAA850 FXN act = FXN promoter activators, primary screen, cell-based, luciferase luminescence, HEK293 lucGAA850. HEK293 lucGAA850 FXN promoter luciferase reporter, 24 h; percent of 10 µM SAHA response. 0.56% of 360,000 active. AID 540364, 2011. activation, % at 6 µM;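 active means activation above the average of all compounds screened plus 3 SD, cutoff fixed separately per campaign, cut at about 7.5% in these data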;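 further: 0% = DMSO wells and 100% = 10 µM SAHA wells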
PG9 binder = binders of HIV-1 gp120 antibody PG9, primary screen, biochemical, TR-FRET; TR-FRET gp120-PG9 antibody binding; inhibition, % at 6.7 µM; 0.43% of 360,000 active; AID 624416, 2012; in the data active means inhibition above about 8.5%
Rev-erbA mod = modulators of Rev-erb alpha DNA binding, primary screen, biochemical, FITC-DNA, fluorescence polarization, uHTS. 0.79% of 370,000 active. Rev-erbα–FITC-DNA binding, 90 min. AID 1259318, 2017. activity, % at 10 µM;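 active means activity above about 14%, limit read from the data; passing the limit was not always enough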;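 further: 0% = DMSO wells with 35 nM protein and 100% = DMSO wells with 750 nM protein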
Target sequence (P20393 whole entry, looked up): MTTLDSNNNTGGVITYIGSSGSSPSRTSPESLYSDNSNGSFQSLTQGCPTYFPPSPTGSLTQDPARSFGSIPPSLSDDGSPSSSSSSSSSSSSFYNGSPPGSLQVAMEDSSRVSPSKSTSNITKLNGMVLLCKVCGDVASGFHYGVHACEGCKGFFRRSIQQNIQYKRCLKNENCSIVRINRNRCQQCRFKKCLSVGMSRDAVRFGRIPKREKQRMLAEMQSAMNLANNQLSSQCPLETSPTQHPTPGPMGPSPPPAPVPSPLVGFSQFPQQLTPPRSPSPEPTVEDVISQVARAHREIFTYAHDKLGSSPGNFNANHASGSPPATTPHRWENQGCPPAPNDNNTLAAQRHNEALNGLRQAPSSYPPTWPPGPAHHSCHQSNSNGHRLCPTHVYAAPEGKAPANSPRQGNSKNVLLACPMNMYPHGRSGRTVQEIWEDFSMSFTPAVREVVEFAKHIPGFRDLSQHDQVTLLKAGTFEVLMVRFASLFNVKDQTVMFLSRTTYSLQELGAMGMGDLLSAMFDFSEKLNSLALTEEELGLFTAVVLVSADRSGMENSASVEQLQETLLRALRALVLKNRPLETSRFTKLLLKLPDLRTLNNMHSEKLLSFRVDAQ
hgDAF-12 ag = H. glycines DAF-12 receptor agonists, primary screen, cell-based, luminescence, HEK293, GAL4 fusion, UAS-luciferase. Nuclear hormone receptor DAF-12 (Heterodera glycines), GAL4 fusion. HEK293 GAL4-hgDAF12 UAS-luciferase reporter, agonist luminescence; normalized to butyrate control. activation, % at 6.8 µM. 1.8% of 370,000 active;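 active means activation above a cutoff set at the mean of all screened compounds plus 3 SD, cut at about 10% in these data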;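 further: 0% = DMSO wells and 100% = sodium butyrate wells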
DAX1 inh-2 = DAX1 (NR0B1) inhibitors on StAR promoter, primary screen, cell-based, luminescence, SF-1 (NR5A1), full-length DAX-1; inhibition, % at 6.8 µM; HEK293T StAR-luciferase reporter, SF-1/DAX-1 repression relief; 1.1% of 370,000 active; AID 652010, 2013;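 active means inhibition above the mean over all tested compounds plus 3 SD, cut at about 3.6% in these data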;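 further: 0% = DAX-1 cells with DMSO and 100% = cells lacking DAX-1 with DMSO; higher inhibition means more luminescence from relief of DAX-1 repression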
HGIII-sPLA2 inh = human group III sPLA2 inhibitors, primary screen, biochemical, QFRET, BODIPY PC-A2 liposome substrate; Group 3 secretory phospholipase A2 (Homo sapiens), Q9NZ20; QFRET BODIPY PC-A2 liposome hydrolysis, fluorescence; inhibition, % at 12.2 µM; 0.56% of 370,000 active;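 active means inhibition above mean plus 3 SD of compounds lying within the high and low control bounds, cut at about 19% in these data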;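 further: 0% = median of test compound wells and 100% = no enzyme DMSO wells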
Target sequence (Q9NZ20 whole entry, looked up): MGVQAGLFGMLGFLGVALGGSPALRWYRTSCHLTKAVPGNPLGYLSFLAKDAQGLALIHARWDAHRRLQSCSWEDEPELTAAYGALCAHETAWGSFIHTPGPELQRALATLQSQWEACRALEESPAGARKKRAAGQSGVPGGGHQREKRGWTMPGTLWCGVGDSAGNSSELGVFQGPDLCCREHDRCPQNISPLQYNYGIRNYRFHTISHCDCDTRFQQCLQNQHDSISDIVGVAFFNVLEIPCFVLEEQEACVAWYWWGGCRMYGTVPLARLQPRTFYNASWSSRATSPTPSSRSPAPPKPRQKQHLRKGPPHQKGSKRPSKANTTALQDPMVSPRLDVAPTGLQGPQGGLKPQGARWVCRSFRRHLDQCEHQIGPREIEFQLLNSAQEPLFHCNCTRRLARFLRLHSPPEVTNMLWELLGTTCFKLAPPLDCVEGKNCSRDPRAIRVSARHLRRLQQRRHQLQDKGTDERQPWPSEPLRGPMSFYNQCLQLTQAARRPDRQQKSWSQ
SMARCA2 act = SMARCA2 (BRM) function activators, primary screen, cell-based, luminescence, high throughput; MG213 cells, MMTV-luciferase reporter, dexamethasone, overnight; activation, % at 9.1 µM; 1% of 370,000 active; AID 652017, 2013; in the data active means activation above about 7.8%;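 further: 0% = vehicle wells and 100% = reference activator wells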
hcDAF-12 act = H. contortus DAF-12 nuclear receptor activators, primary screen, cell-based, luminescence, HEK293, lit1-tk-luc reporter; 1.4% of 370,000 active; AID 652067, 2013; activation, % at 6.8 µM; HEK293 hcDAF-12 lit1-tk-luc reporter; 0% DMSO, 100% Δ7-dafachronic acid;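 active means activation above the mean of all tested compounds plus 3 SD, cut at about 5.5% in these data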;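 further: 100% = response to 3 µM Δ7-dafachronic acid high control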
PLC-beta3 inh = human PLC-beta3 inhibitors, primary screen, biochemical, fluorescence | inhibition, % at 12.2 µM | 0.18% of 370,000 active | 1-phosphatidylinositol 4,5-bisphosphate phosphodiesterase beta-3 (Homo sapiens), Q01970 | Purified PLC-beta3, fluorogenic substrate; in the data active means inhibition above about 11%;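 further: 0% = median of compound wells on plate and 100% = full blocker control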
An asterisk follows results filed as active; i = inactive; x = no result given.

SMILES	DAX1 inh-1	ssDAF-12 act	GAA850 FXN act	PG9 binder	Rev-erbA mod	hgDAF-12 ag	DAX1 inh-2	HGIII-sPLA2 inh	SMARCA2 act	hcDAF-12 act	PLC-beta3 inh
Cc1ccc(CNc2ncnc3ccc(-c4ccc(CO)o4)cc23)o1	x	-1.1	-4.9	0.7	-1.8	7.8	3.3	-4.8	0.4	-2.2	-353.2
Cc1ccc(-c2ccc(SCC(=O)NC3CCCCC3)nn2)cc1	-0.4	-0.4	3.3	0.8	-5.2	5.6	0.1	-0.1	-0.3	0.1	-4.0
CCOC(=O)C1(C(F)(F)F)N=C(c2ccccc2F)OC(N(C)C)=N1 (stereo not given)	-0.3	-0.7	-0.9	-1.7	4.3	0.1	1.3	2.2	1.5	1.3	-2.7
CCOc1ccc(NC(=O)N2CCN(S(C)(=O)=O)CC2)cc1	-0.6	-1.4	3.6	0.4	2.6	0.6	0.0	4.4	-2.8	-1.1	0.9
CCCc1sc(N)nc1-c1ccc(Cl)cc1	0.2	-1.1	3.9	0.0	2.8	0.5	0.3	11.2	-0.5	-0.2	3.7
C/C(=N\NC(=O)CSc1nc2ccccc2s1)c1ccco1	-0.4	-0.1	5.4	-1.6	6.6	5.4	0.1	-7.3	-0.6	5.2	-4.2
CN(C)c1ncnc2c1ncn2-c1ccccc1	2.4	-0.3	6.8	-1.5	-4.2	5.5	-0.1	1.8	1.2	0.9	0.7
Fc1cccc(Cl)c1CNC(c1ccccc1)c1ccccc1	-0.7	-1.4	-0.7	-1.0	4.1	0.7	-0.2	-0.1	-2.3	1.0	0.1
Cc1cc2nc3s/c(=C/c4ccc(-c5ccccc5C(=O)O)o4)c(=O)n3c2cc1C	-0.9	-0.9	2.6	-0.7	-2.0	2.1	-0.1	2.5	-0.3	1.6	-8.7
C=CCN1[C@@H](Cc2ccccc2)COCCS1(=O)=O	0.7	-0.5	0.7	-2.5	-3.5	-0.4	0.5	2.5	1.3	-0.5	3.4
CCCCCn1nc(C)c(/C=N\NC(=O)c2cc(C)oc2C)c1C	0.0	-0.9	0.5	-1.9	2.1	1.9	0.5	1.7	6.7	0.5	2.4
CCCNc1nc2c(c(=O)[nH]c(=O)n2C)n1CCOc1ccccc1	-1.2	-0.8	1.6	-1.3	2.2	-2.2	-0.1	-3.6	-3.2	0.4	-0.9
COc1ccc(C2C(C(=O)Nc3ccccc3)=C(C)Nc3nc(CCCO)nn32)cc1 (stereo not given)	1.0	-1.9	0.7	-2.4	-0.2	-0.1	-0.4	0.2	-0.9	-1.5	1.1
Cc1n[nH]c(C)c1N1C(=O)c2cccc3c(Br)ccc(c23)C1=O	0.2	-1.4	0.2	-0.6	1.7	-1.1	-0.4	4.1	-3.5	0.0	-5.8
Cn1nccc1C(=O)N1CCCC(N2CCN(c3cccc(C(F)(F)F)c3)CC2)C1 (stereo not given)	0.5	-1.6	-2.4	-0.7	-3.7	-3.3	0.2	6.2	-1.4	-0.6	-5.6
CCOc1ccc2[nH]c3nc(SCC(=O)NC4CCCC4)nnc3c2c1	1.4	-0.7	-2.9	-1.4	-1.3	-0.2	0.1	0.3	-2.8	-1.1	0.4
CCOC(=O)c1c(O)cc(OC)cc1CCc1ccccc1	1.3	-0.9	-0.2	-2.3	3.0	7.7	2.2	-7.8	-2.6	-0.8	2.7
COC(=O)C1=C(C)NC(=O)/C1=C\c1ccc2c(c1)OCO2	0.7	-0.6	5.0	-4.9	-0.5	-1.4	-0.8	7.8	-3.9	-0.5	-4.5
O=C(Nc1ccc(Oc2ccc(NC(=O)Nc3ccc([N+](=O)[O-])cc3)cc2)cc1)Nc1ccc([N+](=O)[O-])cc1	-1.8	-1.2	-3.4	-1.0	-0.3	1.0	-0.8	11.3	-2.9	-2.2	-4.5
CC(=O)N(c1nnc(-c2ccc(C)cc2)s1)C1CCCC1	1.5	-0.6	4.3	-2.3	1.2	6.8	0.4	-1.7	3.4	4.4	1.9
COC(=O)c1ccc2c(c1)SC1=C(CCCC1=O)N2	-0.9	-1.1	1.6	-31.0	6.3	-1.8	-2.1	1.5	3.9	-1.2	-387.9
CNC[C@@H]1Oc2ccc(NS(=O)(=O)c3ccc(Cl)cc3)cc2C(=O)N([C@H](C)CO)C[C@@H]1C	2.1	-1.0	-1.1	-1.0	-2.3	0.0	-0.2	-27.3	-1.2	-0.8	2.0
CCOC(=O)[C@H]1[C@H]2COc3ccc(Br)cc3[C@@H]2N2C(=O)c3ccc(C)cc3NC(=O)[C@@]12C	1.9	-1.1	-7.5	-1.9	3.2	2.3	0.1	4.6	2.3	-1.0	4.9
O=C(NCC(=O)N(c1ccccc1)C(C(=O)NC1CCCCC1)c1ccncc1)c1ccco1 (stereo not given)	-0.4	-0.9	2.1	2.2	-2.2	-2.9	0.3	3.6	-1.5	-0.9	-5.7
O=C(N/N=C/c1cccnc1)c1cccc(S(=O)(=O)Nc2cccc(Cl)c2)c1	0.7	-1.5	0.0	-2.3	1.8	-3.1	0.2	-4.6	-5.4	0.3	-12.3

Structural class: those above with an aryl thioether with sulfur outside any ring
SMILES	DAX1 inh-1	ssDAF-12 act	GAA850 FXN act	PG9 binder	Rev-erbA mod	hgDAF-12 ag	DAX1 inh-2	HGIII-sPLA2 inh	SMARCA2 act	hcDAF-12 act	PLC-beta3 inh
Cc1ccc(-c2ccc(SCC(=O)NC3CCCCC3)nn2)cc1	-0.4	-0.4	3.3	0.8	-5.2	5.6	0.1	-0.1	-0.3	0.1	-4.0
C/C(=N\NC(=O)CSc1nc2ccccc2s1)c1ccco1	-0.4	-0.1	5.4	-1.6	6.6	5.4	0.1	-7.3	-0.6	5.2	-4.2
CCOc1ccc2[nH]c3nc(SCC(=O)NC4CCCC4)nnc3c2c1	1.4	-0.7	-2.9	-1.4	-1.3	-0.2	0.1	0.3	-2.8	-1.1	0.4

Later entries
SMILES	DAX1 inh-1	ssDAF-12 act	GAA850 FXN act	PG9 binder	Rev-erbA mod	hgDAF-12 ag	DAX1 inh-2	HGIII-sPLA2 inh	SMARCA2 act	hcDAF-12 act	PLC-beta3 inh
CCCN(C(=O)C1=COCCO1)c1c(N)n(Cc2ccccc2)c(=O)[nH]c1=O	0.6	-1.0	-1.3	-0.2	4.7	-1.3	0.7	0.7	4.1	-0.3	-2.7
CNC(=O)C1(CC(C)C)C=CCN1C(C)=O (stereo not given)	0.7	-0.5	-0.5	-1.5	3.7	1.2	-0.2	8.4	-0.2	-0.7	0.2
COc1cccc(-n2c(Cn3nc(C(F)(F)F)cc3C)n[nH]c2=S)c1	1.9	-1.4	1.9	-2.3	2.4	-0.2	-0.4	10.0	2.8	-0.4	3.0
COc1ccc(NS(=O)(=O)c2ccc(SC)cc2)cc1	-1.3	-1.5	0.6	-0.1	0.1	-1.1	-1.2	-11.8	1.8	-3.0	0.1
N#CC(C#N)c1ccnc2ccccc12	1.0	-1.9	-6.2	1.3	2.4	6.4	-1.5	19.4*	-6.0	-2.5	2.0
CC(C)C(C)NC(=O)COC(=O)/C=C/c1ccc(S(=O)(=O)N2CCc3ccccc32)cc1 (stereo not given)	0.4	-0.6	2.1	-2.8	-5.3	1.4	-0.1	-5.4	-3.2	-0.1	0.9
CC(C)(C)c1ccc(OCC(=O)NNC(=O)c2cccnc2)cc1	x	-0.8	0.4	-2.4	-1.3	3.7	-0.2	-7.1	-1.0	0.5	6.0
CC1CCN(C(=O)c2[nH]cnc2C(=O)Nc2nccs2)CC1	0.2	-1.0	-1.7	0.4	0.3	-1.1	0.9	-0.2	-0.5	-1.9	3.8
CCN(CCCNC(=O)CCn1c(=O)[nH]c2ccccc2c1=O)c1cccc(C)c1	1.4	-1.0	0.8	-2.5	2.2	-0.4	-0.8	-6.8	-2.9	-2.5	1.6
CCN(C(=O)COC(=O)/C=C/c1ccc(O)c(OC)c1)C1CCS(=O)(=O)C1 (stereo not given)	-0.3	-1.3	-0.1	-0.8	1.3	-1.5	0.0	-4.5	-2.5	-2.6	-36.1
COc1ccc(-c2cc(-c3ccccc3)nc(=O)[nH]2)cc1	1.0	-1.1	0.9	-0.7	-4.6	1.0	0.7	0.7	-3.6	-1.3	i
O=C(CCCOc1ccccc1)Nc1ccc2c(c1)OCCO2	-0.6	-0.9	0.1	-1.4	-1.9	5.5	0.0	1.9	4.9	-0.1	1.0
COc1ccc2c(c1)c1nnc(SCC(=O)N3CCCCC3C)nc1n2C (stereo not given)	0.4	0.8	-0.2	0.3	-0.4	1.5	0.4	6.8	-2.9	0.7	7.2
O=C(NCCN1CCN(c2ccccc2)CC1)c1cccc(Br)c1	0.1	-1.8	1.9	-1.4	-1.3	0.7	-1.5	1.0	0.0	-0.9	5.0
O=C(COc1ccc(-n2cnnn2)cc1)Nc1cccc(Cl)c1Cl	-1.3	-0.9	0.4	-0.2	-9.1	-0.4	0.1	6.2	8.1*	-1.2	-3.9
O=C(Nc1ccncc1)c1cc(S(=O)(=O)N2CCCC2)ccc1Cl	-0.3	-1.4	-0.9	0.1	-3.0	-0.5	-1.1	0.8	-2.5	-2.8	-4.6
CCc1ccc(OCC(=O)N2CC(C(=O)OC)Oc3ccccc32)cc1 (stereo not given)	-0.4	-1.0	1.1	0.1	9.4	0.5	0.0	0.5	-1.3	-0.4	-2.2
COc1ccc(CCn2c(=N)c(C(=O)NCCN3CCOCC3)cc3c(=O)n4cccc(C)c4nc32)cc1OC	-0.6	-1.3	-0.9	0.0	3.0	-6.2	-5.1	9.1	-2.0	-0.4	-14.1
Cc1ccc(OCCNC(=O)[C@@H](Cc2ccccc2)NC(=O)[C@H]2O[C@@H](n3ccc(=O)[nH]c3=O)[C@H](O)[C@@H]2O)cc1C	x	-1.3	x	-1.2	-5.2	-1.8	0.6	-2.4	2.1	-2.9	2.6
O=C(NCCN1CCCC1)c1ccc(Cn2c(=S)[nH]c3cc4c(cc3c2=O)OCO4)cc1	0.1	-1.6	1.1	1.9	-8.2	1.2	-0.2	3.4	-2.8	-0.6	-4.6
CCOCC(=O)Nc1nc2ccc(OC)cc2s1	1.9	-0.4	0.7	-3.5	3.0	9.6	2.0	5.2	7.0	2.3	0.9
Cc1nc2ccccc2c(=O)n1NC(=O)/C=C/c1ccc(Br)cc1	0.0	-1.5	4.3	-3.6	-3.1	-1.2	-1.3	-9.6	-3.0	-2.5	-0.4
Cc1ccc(NC2SC(=O)N(CC(=O)O)C2=O)cc1 (stereo not given)	1.2	1.2*	0.6	-0.1	-1.7	2.5	-0.1	6.9	-3.8	4.9	1.9
